miR122 inh: blocks miR-122 activity in Huh7 sensor cells; 340,000 compounds, 0.3% hits; Huh7 miR-122 Renilla luciferase sensor, 48 h; neutral wells = 0, positive control = 100; activation (reporter increase), % at 12.5 µM;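 active = mean replicate activation score at least 90 and every replicate individually at or above 90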;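 note: higher luciferase means less miR-122 activity so hits act as miR-122 inhibitors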
EWS-Fli inh: blocks EWS/Fli oncoprotein-driven transcription. A673 NR0B1-luciferase reporter, viability-normalised. inhibition, % at 12.6 µM. 350,000 compounds, 0.67% hits;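 active = mean inhibition of at least 50% after viability correction, with every replicate also passing that limit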;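 note: firefly luciferase signal divided by Alamar Blue viability fluorescence both relative to DMSO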
Cneo AK release: causes C. neoformans cell lysis. adenylate kinase release luminescence, 4 h; normalised: neutral wells 0, clomiphene wells 100. 360,000 compounds, 0.2% hits. lysis activity, % at 15 µM. AID 651654;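 active = mean lysis activity across replicates of at least 80%, whatever share of replicates individually reach that level; inactive = mean lysis activity below 80%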
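Signal: Adenylate kinase release luminescence | Assay system: Log-phase Cryptococcus neoformans yeast cells | Input: Cells at 5 × 10^6 per mL | Buffer or medium: Fresh YPD growth medium | Compound: Single dose | Schedule: Static 4 h at 37 °C with compound, 1 h detection | Controls: Clomiphene | Read-out: Luminescence rise reflecting yeast cell lysis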
PGC1a acetyl inh: lowers PGC1a acetylation signal in U2OS cells. AlphaScreen anti-acetyl-lysine; with virally co-expressed GCN5 acetyltransferase. inhibition, % at 15.6 µM. 350,000 compounds, 0.17% hits;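 active = every replicate shows inhibition of at least 40%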;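 note: 0% = neutral control wells and 100% = positive control wells; some results beyond the cut were filed as inactive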
FN deposition inh: fibronectin deposition inhibition. 350,000 compounds, 0.086% hits. AH1F fibroblasts, Alexa488-fibronectin deposition fluorescence, overnight. inhibition, % at 12.6 µM;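 active = mean inhibition across replicates of 30% or more, regardless of how many single replicates reach that level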;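 note: positive control wells lacked labelled fibronectin entirely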
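Material: AH1F fibroblast monolayer depositing Alexa488-labelled fibronectin into matrix | Input: 10000 AH1F cells/well | Medium: DMEM plus 2% serum, read in PBS | Reagent: Alexa488-fibronectin, 24 nM final in well | Compound dosing: One dose per compound, pinned | Schedule: 1 h adhesion, overnight exposure | Measured by: Fluorescence at 485 nm excitation, 525 nm emission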
Casp6 inh: blocks human caspase-6 cleavage activity; P55212; inhibition, % at 12.5 µM; AID 686996; 350,000 compounds, 0.53% hits; purified caspase-6, Z-VEID-R110 cleavage fluorescence;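 active = mean inhibition across replicates at least about 35%, with every replicate also reaching that limit, limit read from the data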;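 note: 0% = median of neutral control wells and 100% = no fluorescence left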
Target sequence (P55212 24-179 limits assumed): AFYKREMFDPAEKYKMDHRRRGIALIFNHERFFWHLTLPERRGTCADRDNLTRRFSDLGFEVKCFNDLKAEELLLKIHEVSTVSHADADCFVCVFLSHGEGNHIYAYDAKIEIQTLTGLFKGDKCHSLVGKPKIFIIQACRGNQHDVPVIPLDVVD
Target sequence (P55212 194-293 limits assumed): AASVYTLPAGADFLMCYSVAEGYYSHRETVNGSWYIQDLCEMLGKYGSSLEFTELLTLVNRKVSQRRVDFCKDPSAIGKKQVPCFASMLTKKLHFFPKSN
PAX8 inh HTS: PAX8 transcriptional activity inhibition. inhibition, % at 12.6 µM. RMG-I TPO-luciferase reporter, SteadyGlo, 24 h. 360,000 compounds, 1.2% hits. AID 652154;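 active = mean replicate inhibition at least 60% with every replicate also reaching 60%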;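 note: luciferase light reporting Pax8 driven TPO promoter activity; plate controls were median of neutral control wells for no effect and mitoxantrone controls for full effect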
LGR2 inh: Drosophila LGR2 receptor signaling inhibition; HEK293 LGR2, CRE-luciferase, bursicon-stimulated, 4 h; inhibition, % at 9.99 µM; 380,000 compounds, 0.35% hits;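 active = drop in luminescence signal, shown as inhibition above about 50% in the replicate tests, limit read from the data, passing the limit was not always enough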;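 note: agonist challenge used bursicon conditioned medium at about half maximal strength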
* hit, by the source's call; . = not tested or not shown; & = joins results of further samples; [ ] = another dose, or the depositor's remark.

SMILES	miR122 inh	EWS-Fli inh	Cneo AK release	PGC1a acetyl inh	FN deposition inh	Casp6 inh	PAX8 inh HTS	LGR2 inh
CCOC(=O)c1c(NC(=O)CSc2nc3nc(C)cc(C)n3n2)sc(CC)c1C	21	5	1	6	6	7	22	0
COc1ccc(NC(=O)CCS(=O)(=O)c2cc3c(cc2C)NC(=O)CO3)cc1	3	2	-2	-25	4	-2	11	.
COc1ccc(C)cc1S(=O)(=O)N1CC(C)OC(C)C1 (configuration not stated)	5	-2	0	-1	-2	-1	2	14
C[C@H]1CN([C@@H](C)CO)C(=O)Cc2cc(NC(=O)Nc3ccccc3)ccc2O[C@H]1CN(C)Cc1ccc(Oc2ccccc2)cc1	3[16.7 µM]	3	3	10	.	-2	10	-3
CC1(C)Oc2ccc(C(=O)NC3CC3)cc2N(CC(=O)N2CCOCC2)C1=O	-3	.	-1	-2	.	.	-10	.
C=CCNC(=O)c1onc(CSc2ccccc2CC)c1C(=O)O	2	-11	-3	4	-6	2	16	-8
Cc1noc(C)c1S(=O)(=O)N(C)C[C@@H]1Oc2ccc(NS(=O)(=O)c3ccccc3)cc2CC(=O)N([C@H](C)CO)C[C@H]1C	-4[16.7 µM]	-8	-4	8	.	-2	-15	11
Nc1nc(-c2cc(O)ccc2[N+](=O)[O-])cc(-c2ccccc2)c1[N+](=O)[O-]	-5	37	-4	3	-9	47*	39	18
COc1ccc(Nc2nc(NCCN3CCOCC3)nc(Nc3ccc(OC)cc3)n2)cc1	.	2	-4	-4	0	1	10	3
Cc1cc(OCC(=O)Nc2ccc(N3CCN(C)CC3)cc2)ccc1Cl	.	.	-1	.	1	-18	-90	-23
CCCCc1cc(=O)oc2cc(OCc3cc(OC)c(OC)c(OC)c3)c(Cl)cc12	1	.	1	-7	3	.	1	.
COc1ccc(-c2nc3ccccc3o2)cc1OC	10	-65	-2	15	6	0	-77	-81
Cc1cccc(-c2ccc(C3[C@H]4CNC[C@@H]3N4Cc3cccc(F)c3)cc2)c1 (some centres not stated)	.	1	.	13	-7	.	12	-15
COc1cc2c(cc1OC)CN(C(=O)c1cc(S(=O)(=O)N3CCOCC3)c(Cl)cc1Cl)CC2	.	12	1	.	.	2	15	-3
CN(CCc1ccccc1)C(=O)c1ccc(NC(=O)Cc2ccc(NC(=O)C3CCCN(S(=O)(=O)c4cccc([N+](=O)[O-])c4)C3)cc2)cc1 (configuration not stated)	.	-3	0	.	.	-1	14	-15
CN1/C(=C/C=C(C#N)C#N)C=Cc2ccccc21	-3	-7	.	-7	-5	-6	10	-2
CCC(=O)Nc1sc(Cc2ccc3c(c2)OCO3)c(C)c1C(N)=O	.	3	.	0	6	-2	-18	-10
CCCCNC(=O)CSc1nc(N)c(C(=O)Nc2ccc(OC)cc2)s1	.	-28	.	.	3	0	-23	-13
Cc1cccc(C(=O)OCC(=O)c2ccc3c(c2)OCO3)c1O	.	-12	-28	.	.	-1	-285	-64
CN1CCN(C(CNC(=O)c2ccc(Br)o2)c2ccc(F)cc2)CC1 (configuration not stated)	.	-7	-1	.	-7	-7	-2	7
COc1ccccc1/C=C/C(=O)OCC(=O)NCc1ccc2c(c1)OCO2	1	1	-1	-5	3	1	6	3
Cc1ccccc1C(=O)Nc1c(C(=O)N2CCN(C)CC2)cnn1-c1ccccc1	-1	2	1	.	-3	1	.	-30
CCCCOC(=O)c1ccc(NC(=O)C(=O)NCc2ccccn2)cc1	2	-7	-2	3	-4	0	3	-5
COc1ccc(NC(=S)NCC2CCN(c3ccc(OC)cc3)C2)cc1 (configuration not stated)	.	-1	.	.	-3	-7	13	9
COc1ccc(NC(=O)N(C)C[C@@H]2Oc3ccc(NC(=O)Nc4cccc5ccccc45)cc3C(=O)N([C@H](C)CO)C[C@H]2C)cc1	1[16.7 µM]	0	-3	-7	.	0	.	7
Next section.
SMILES	miR122 inh	EWS-Fli inh	Cneo AK release	PGC1a acetyl inh	FN deposition inh	Casp6 inh	PAX8 inh HTS	LGR2 inh
Cc1cc(N2CCN(C)CC2)nc2ccc(NC(=S)NCCN3CCc4ccccc4C3)cc12	1	38	0	-16	16	-121	2	-15
CCOc1ccc(C(=O)NC(C)CCc2ccccc2)cc1 (configuration not stated)	1	-13	-3	4	-3	0	0	.
O=C(COC(=O)C1(c2ccc(F)cc2)CCCC1)N1CCNC1=O	.	3	-1	-3	5	1	-19	3
C=C(C)c1cccc(C(C)(C)NC(=O)NCCCN2CCCC2=O)c1	0	.	-1	9	-8	.	.	.
CCCn1nnnc1NCc1ccc(C(C)C)cc1	-5	6	1	-12	-3	-3	6	0
Cc1noc(C)c1NC(=O)N(C)C[C@H]1Oc2cc(C#CCC3CCCC3)ccc2S(=O)(=O)N([C@@H](C)CO)C[C@H]1C	51[16.7 µM]	-9	-2	-3	-11	1	4	7
COc1ccc2c3c(n(C)c2c1)[C@H](CO)N(C(C)=O)CC31CCN(C(=O)NC(C)C)CC1	.	-9	.	8	.	-1	.	-6
O=C(NC(=S)NN1CCCCC1c1cccnc1)c1ccc(Br)cc1 (configuration not stated)	4	5	-1	-6	3	-1	-21	.
CN(C)C(=O)c1nc2ccc(Cl)cn2c1CN1CCCC(OCc2cccnc2)C1 (configuration not stated)	0	6	1	-7	-2	-5	0	19
Cc1ccc(S(=O)(=O)N2CCN(CC(=O)N/N=C/C=C/c3ccccc3)CC2)cc1	-8	.	-3	.	12	.	-4	16
COc1ccc(S(=O)(=O)Nc2cccc3c2O[C@@H](CN(C)Cc2ccc(-c4ccccc4)cc2)[C@H](C)CN([C@H](C)CO)C3=O)cc1	-5[16.7 µM]	7	-4	6	.	-1	-17	3
COc1ccc2ccccc2c1CNC(=O)CC1C(=O)NCCN1CC(C)(C)C (configuration not stated)	21	12	0	-14	1	2	22	2
Cc1ccc(N2C(=O)CCC2=O)c(C)c1	.	-3	.	.	-7	0	-6	-8
CCOC(=O)c1cc(C)sc1NC(=O)CSC1=NCCS1	-2	5	0	.	-11	3	10	-11
CCS(=O)(=O)N1CCC2(CC1)OCCN2S(=O)(=O)c1ccc(OC)cc1	4	-1	0	4	3	2	1	-2
CC1CCC(NC(=O)c2ccc3c(c2)S(=O)(=O)c2ccccc2C3=O)CC1 (configuration not stated)	7	4	3	-51	4	.	-4	-7
CCC(=O)N[C@@H]1CC(C(C)(C)NC(=O)CC)CC=C1C (some centres not stated)	-3	.	1	21	5	.	-21	.
C[C@@H]1CN([C@@H](C)CO)C(=O)c2cccc(NC(=O)Nc3ccccc3)c2O[C@@H]1CN(C)Cc1ccc(Cl)c(Cl)c1	-1[16.7 µM]	-20	0	15	6	2	42	11
CCOC(=O)c1c(NC(=O)C2CCCO2)sc(C(N)=O)c1C (configuration not stated)	0	.	1	1	9	.	1	-7
CC(C)C#Cc1ccc2c(c1)O[C@H](CN(C)C(=O)C1CCCCC1)[C@@H](C)CN([C@@H](C)CO)S2(=O)=O	24[16.7 µM]	19	.	-2	.	.	.	17
CN1C[C@@H]2[C@@H]3C(=O)N(Cc4ccccc4)C(=O)[C@@H]3[C@](C)(C1=O)N2C(=O)c1ccc(C(F)(F)F)cc1	.	-5	-3	.	7	-3	-16	4
O=C(C[C@H]1C=C[C@H](NC(=O)c2cccc(F)c2)[C@H](CO)O1)NCCN1CCCC1	.	-5	-4	-1	10	-1	-7	-24
CC(NC(=O)c1ccc(Br)o1)c1ccccc1 (configuration not stated)	-3	-3	-2	.	.	1	-11	6
NC(=O)c1ccc(C(=O)N/N=C/c2cccc(Oc3ccccc3)c2)cc1	-10	.	-1	-3	3	0	-19	9
O=C(NCc1ccccc1)C1c2ccccc2Oc2ccccc21	8	15	0	.	-7	2	18	29

A different layout for some results above:
O=C(COC(=O)C1(c2ccc(F)cc2)CCCC1)N1CCNC1=O
  miR122 inh = .; EWS-Fli inh = 3; Cneo AK release = -1; PGC1a acetyl inh = -3; FN deposition inh = 5; Casp6 inh = 1; PAX8 inh HTS = -19; LGR2 inh = 3
C=C(C)c1cccc(C(C)(C)NC(=O)NCCCN2CCCC2=O)c1
  miR122 inh = 0; EWS-Fli inh = .; Cneo AK release = -1; PGC1a acetyl inh = 9; FN deposition inh = -8; Casp6 inh = .; PAX8 inh HTS = .; LGR2 inh = .
CCCn1nnnc1NCc1ccc(C(C)C)cc1
  miR122 inh = -5; EWS-Fli inh = 6; Cneo AK release = 1; PGC1a acetyl inh = -12; FN deposition inh = -3; Casp6 inh = -3; PAX8 inh HTS = 6; LGR2 inh = 0
Cc1noc(C)c1NC(=O)N(C)C[C@H]1Oc2cc(C#CCC3CCCC3)ccc2S(=O)(=O)N([C@@H](C)CO)C[C@H]1C
  miR122 inh = 51[16.7 µM]; EWS-Fli inh = -9; Cneo AK release = -2; PGC1a acetyl inh = -3; FN deposition inh = -11; Casp6 inh = 1; PAX8 inh HTS = 4; LGR2 inh = 7

(continued)
SMILES	miR122 inh	EWS-Fli inh	Cneo AK release	PGC1a acetyl inh	FN deposition inh	Casp6 inh	PAX8 inh HTS	LGR2 inh
C[C@@H]1CN([C@H](C)CO)C(=O)c2cc(NS(C)(=O)=O)ccc2O[C@@H]1CN(C)S(C)(=O)=O	-8[16.7 µM]	-5	2	14	.	1	.	17
C[C@H](CO)N1C[C@H](C)[C@H](CN(C)C(=O)Cc2cccnc2)Oc2ncc(Br)cc2C1=O	-10	-6&-15	-1&-16	0&-11	-1	4&-4	-14	12&-9
CO[C@@H]1CC[C@H]2CCN(C)C(=O)[C@H](C)[C@H](OC)CN(C)C(=O)c3cc(C#N)ccc3OC[C@H]1O2	.	-15	-5	-16	-7	0	3	-6
CC(=O)c1cccc(NC(=S)NC(=O)c2cccc(C)c2)c1	0	-79	-7	-12	-4	2	-106	-79
CC(C)CCNC(=O)C1CCC(CNc2c(N3CCCC3)c(=O)c2=O)CC1 (configuration not stated)	.	8	.	4	1	-4	8	2
Cc1ccccc1/C=C\c1nc2ccccc2c(=O)[nH]1	.	-6	.	5	7	-5	-67	-107
O=C(NCc1ccccc1)c1cc(C2CCCCN2S(=O)(=O)c2cccs2)on1 (configuration not stated)	0	0	-3	10	1	-4	0	15
CC(C)c1ccc(NC(=O)C2CC(=O)Nc3nc4ccccc4n32)cc1 (configuration not stated)	-2	3	-1	17	-6	1	13	15
CC(C)(C)OC(=O)NCCc1nnc(SCc2c(Cl)cccc2Cl)o1	10	.	-4	-8	.	.	-8	.
CCCc1nc2ccccc2n1CCOc1ccccc1	-2	.	7	0	3	.	-14	.
COc1ccc(C(=O)NC2CCN(C(=S)Nc3cccc(C)c3)CC2)cc1	-3	-4	0	-4	.	1	.	1
O=C(Nc1ccc(F)cc1)c1cccnc1Oc1ccccc1	-19	5	-1	7	11	-1	-26	-9
COc1ccc(C(=O)Nc2cccc(OC)c2)cc1	-3	-26	-21	-3	.	2	.	-29
C[C@H]1CN([C@@H](C)CO)C(=O)c2cccc(NC(=O)Nc3cccc4ccccc34)c2O[C@H]1CN(C)S(=O)(=O)c1cccs1	-2[16.7 µM]	6	2	-1	9	1	.	-5
O=C(NCc1ccccn1)C(=O)NCC1OCCN1S(=O)(=O)c1ccc(F)cc1 (configuration not stated)	.	-15	-1	.	3	1	10	1
O=C(CC1(O)C(=O)Nc2cc(Cl)cc(Cl)c21)c1ccncc1 (configuration not stated)	2	.	2	-6	-3	.	.	-6
CC(=O)c1ccn(S(=O)(=O)c2ccc(Cl)cc2)c1	5	9	-5	.	-7	-1	9	7
CCOC(=O)C1CCN(C(=O)c2cn(CCOC)c(=O)c3c2c2ccccc2n3C)CC1	2	20	-1	-7	.	1	.	-7
O=C(Nc1ccc(SC(F)F)cc1)C1=CC=CN2CCS(=O)(=O)N=C12	.	-11	0	.	2	0	-7	-12

Screens deposited in PubChem by Broad Institute.

No enrichment for hits (roughly 2.5% active in at least one column).
